# Screening results: PubChem, NCI
# Growth percent in the NCI-60 one-dose screen (48 h, 10 µM unless noted): 100 = growth as untreated, 0 = no growth, -100 = all killed.
# NCI-H322M: NCI-H322M lung cancer; 2.7% of 80,000 active; AID 1794733
# HCT-116: HCT-116 colon cancer. 7.3% of 82,000 active. AID 1794798
# HCC-2998: HCC-2998 colon cancer; 4.7% of 79,000 active
# HT29: HT29 colon cancer | 7.4% of 81,000 active
# HCT-15: HCT-15 colon cancer; AID 1794746; 5.2% of 82,000 active
# COLO 205: COLO 205 colon cancer | 7.3% of 79,000 active
# SNB-75: SNB-75 CNS cancer | 5% of 79,000 active | AID 1794750
# KM12: KM12 colon cancer cells; 5% of 82,000 active
# SW-620: SW-620 colon cancer; 5.2% of 82,000 active
# Numbers without * were called inactive; nt = not tested or not shown; & = joins results of further samples; ! = a repeat was not active. How the source made its calls: active means growth percent below 10; inactive means the rest.
1. O=C(O)Cc1sc(=O)[nH]c1O
2. CC/C=C\C[C@H](O)C/C=C1/C(=O)C=C[C@@H]1C/C=C\CCCC(=O)OC
3. O=c1oc2ccc(Br)cc2cc1-c1csc(N=Nc2c(O)[nH]c3ccc(Br)cc23)n1
4. COc1cc(/C=C/C(=O)CC(=O)/C=C/c2cc(Br)c(OC)c(OC)c2)cc(Br)c1OC
5. Cc1c(C(=O)NCCN2CCOCC2)cn2ncnc(Oc3ccc(NC(=O)NC4CC4)c(F)c3)c12
6. CCCCOc1ccc(NC(=O)Nc2nnc(C)s2)cc1
7. S=c1[nH]nc(Nc2cccnc2)n1-c1cccnc1
8. Nc1nc(C(=O)O)c(N)c(=O)[nH]1
9. COc1ccn(C2CCCCO2)c(=O)n1 (configuration not stated)
10. CSc1nc2c([nH]1)c(=S)n(C)c(=O)n2C

compound no.	1	2	3	4	5	6	7	8	9	10
NCI-H322M	106&105	29	104	98	98	103	91	105	126	118
HCT-116	94&100	-56*	105	98	97	95	104	97	104	105
HCC-2998	97&100	-78*	105	109	104	93	96	114	105	110
HT29	93&99	-55*	104	103	99	99	104	102	102	101
HCT-15	100&101	-20*	106	109	106	100	103	100	102	107
COLO 205	108&112	-52*	nt	nt	108	120	110	113	116	108
SNB-75	88&80	58	91	94	82	105	83	99	92	109
KM12	101&106	-54*	108	103	101	103	95	102	112	108
SW-620	103&103	-44*	102	114	99	111	103	109	101	99

11. COC(=O)c1nc(-c2ccc(C)cc2)oc1N1CCOCC1
12. O=C(NCc1ccccc1)c1ccccc1C(=O)NCc1ccccc1
13. CN1C(=O)N(C)C2C1NN=C1SC(C(=O)O)=CC(=O)N12 (configuration not stated)
14. CC(=O)c1c(C)[nH]c2c1c(-c1ccc3c(c1)OCO3)nc1ccccc12
15. CCN1C(=O)CSC12C(=O)Nc1ccccc12 (configuration not stated)
16. COc1ccc(N=C2OC(=O)c3ccccc32)cc1
17. C[C@H](c1c(F)cccc1F)n1nnc(C(N)=O)c1C(N)=O
18. O=[N+]([O-])c1ccc(N=Cc2ccc3c(c2)OCO3)cc1
19. C/C(=N\NC(=O)c1ccncc1)c1ccccc1O
20. CN(C)CC1=NC2SC=C(c3ccccc3)C2C(=O)N1CC#N (configuration not stated)

compound no.	11	12	13	14	15	16	17	18	19	20
NCI-H322M	105	112	106	90	99	113	107	75	21&30	89
HCT-116	98	101	102	84	101	93	101	89	2.1*	103
HCC-2998	104	109	109	nt	98	118	100	86	32&25	98
HT29	87	109	110	80	107	97	98	103	29&30	101
HCT-15	85	106	103	69	96	101	97	98	23&23	105
COLO 205	111	118	107	84	115	105	110	101	8.8*!	130
SNB-75	85	102	83	46	81	84	107	96	51&90	88
KM12	104	118	105	75	92	91	102	91	34&32	101
SW-620	100	106	101	92	93	88	94	101	42&34	104

21. Cc1ccc[n+](/C=C/c2ccccc2)c1
22. CC1=C(/C=C/C(C)=C/C=C(C(=O)O)\C(C)=C\C(=O)O)C(C)(C)CCC1
23. O=C(O)/C=C\C(=O)NCCO
24. CN(C)c1nc(-c2ccco2)n2nc(-c3ccc(Cl)cc3)cc2n1
25. CNC(=O)c1cc(-c2ccc(NC(=S)Nc3ccc(Cl)c(C(F)(F)F)c3)cc2)nc2cccnc12
26. O=S(=O)(OCCOCCOS(=O)(=O)c1ccccc1)c1ccccc1
27. COc1ccc(C(O)c2cnc(C)n2Cc2ccccc2)cc1 (configuration not stated)
28. CC(C)=CC/C=C(/C)[C@H]1CC[C@]2(C)[C@@H]1CC[C@@H]1[C@@]3(C)C/C(=C/c4ccc(C(F)(F)F)cc4)C(=O)C(C)(C)[C@@H]3CC[C@]12C
29. CC1=CC(O)CC(C)(C)C1 (configuration not stated)
30. COC(=O)CCC(=O)Nc1cccc(C(F)(F)F)c1

compound no.	21	22	23	24	25	26	27	28	29	30
NCI-H322M	109	103	108	70	99	106	105	97	117	116
HCT-116	100	105	105	43	94	101	113	73	108	104
HCC-2998	93	108	100	86	116	99	98	103	113	104
HT29	93	97	89	59	94	95	102	93	108	98
HCT-15	107	105	101	93	93	107	101	83	104	104
COLO 205	102	112	108	68	95	114	97	102	103	104
SNB-75	90	87	83	21	80	93	103	75	83	90
KM12	104	110	104	84	96	111	107	99	100	105
SW-620	104	108	108	63	98	104	101	91	103	107

# Compounds 16–30, reprinted for reference:
16. COc1ccc(N=C2OC(=O)c3ccccc32)cc1
17. C[C@H](c1c(F)cccc1F)n1nnc(C(N)=O)c1C(N)=O
18. O=[N+]([O-])c1ccc(N=Cc2ccc3c(c2)OCO3)cc1
19. C/C(=N\NC(=O)c1ccncc1)c1ccccc1O
20. CN(C)CC1=NC2SC=C(c3ccccc3)C2C(=O)N1CC#N (configuration not stated)
21. Cc1ccc[n+](/C=C/c2ccccc2)c1
22. CC1=C(/C=C/C(C)=C/C=C(C(=O)O)\C(C)=C\C(=O)O)C(C)(C)CCC1
23. O=C(O)/C=C\C(=O)NCCO
24. CN(C)c1nc(-c2ccco2)n2nc(-c3ccc(Cl)cc3)cc2n1
25. CNC(=O)c1cc(-c2ccc(NC(=S)Nc3ccc(Cl)c(C(F)(F)F)c3)cc2)nc2cccnc12
26. O=S(=O)(OCCOCCOS(=O)(=O)c1ccccc1)c1ccccc1
27. COc1ccc(C(O)c2cnc(C)n2Cc2ccccc2)cc1 (configuration not stated)

compound no.	16	17	18	19	20	21	22	23	24	25	26	27
NCI-H322M	113	107	75	21&30	89	109	103	108	70	99	106	105
HCT-116	93	101	89	2.1*	103	100	105	105	43	94	101	113
HCC-2998	118	100	86	32&25	98	93	108	100	86	116	99	98
HT29	97	98	103	29&30	101	93	97	89	59	94	95	102
HCT-15	101	97	98	23&23	105	107	105	101	93	93	107	101
COLO 205	105	110	101	8.8*!	130	102	112	108	68	95	114	97
SNB-75	84	107	96	51&90	88	90	87	83	21	80	93	103
KM12	91	102	91	34&32	101	104	110	104	84	96	111	107
SW-620	88	94	101	42&34	104	104	108	108	63	98	104	101

28. CC(C)=CC/C=C(/C)[C@H]1CC[C@]2(C)[C@@H]1CC[C@@H]1[C@@]3(C)C/C(=C/c4ccc(C(F)(F)F)cc4)C(=O)C(C)(C)[C@@H]3CC[C@]12C
29. CC1=CC(O)CC(C)(C)C1 (configuration not stated)
30. COC(=O)CCC(=O)Nc1cccc(C(F)(F)F)c1

compound no.	28	29	30
NCI-H322M	97	117	116
HCT-116	73	108	104
HCC-2998	103	113	104
HT29	93	108	98
HCT-15	83	104	104
COLO 205	102	103	104
SNB-75	75	83	90
KM12	99	100	105
SW-620	91	103	107

# More entries.
31. COC(=O)CC[C@H](C)[C@H]1CC[C@H]2[C@@H]3CC[C@@H]4C(c5nc6ccccc6[nH]5)=C(Cl)CC[C@]4(C)[C@H]3CC(=O)[C@]12C
32. Cc1c(C(N)=O)sc2nc(SCC(=O)N3NC(=O)C(Cc4ccccc4)C3=O)n(Cc3ccccc3)c(=O)c12 (configuration not stated)
33. CC1CCCCc2nc3c(c(=O)n21)CCCC3 (configuration not stated)
34. O=c1cc(CF)[nH]c(=O)[nH]1
35. Cc1cc2nc3c4cc(Cl)ccc4n(CC(=S)NCCN(C)C)c3nc2cc1C
36. CCCCN(CCCC)S(=O)(=O)c1ccc(C)cc1
37. CSc1c2ccccc2nc2[nH]c3ccccc3c12
38. COc1cc(NS(=O)(=O)c2ccc(C)cc2)c2c(c1N)C(=O)c1ccccc1C2=O
39. O=C1[C@@H](OS(=O)(=O)C2CCC2)[C@H](c2ccc(F)cn2)N1c1cc2c3ccccc3ccc2c2ccccc12
40. N#CNC(=S)S

compound no.	31	32	33	34	35	36	37	38	39	40
NCI-H322M	89	98	119	98	40	104	99	83	100	113
HCT-116	26	102	104	100	-94*	80	110	102	85	101
HCC-2998	90	109	108	113	-83*	95	110	96	96	104
HT29	53	105	115	83	-32*	87	110	91	99	114
HCT-15	36	101	109	107	-76*	94	96	99	89	105
COLO 205	43	109	110	101	-39*	115	103	111	114	104
SNB-75	70	101	nt	85	-19*	86	nt	41	91	82
KM12	55	106	109	nt	-60*	100	97	101	95	100
SW-620	54	103	105	98	-91*	96	98	108	95	104

41. Oc1[nH]c2ccccc2c1N=NC(=S)N/N=C\c1c[nH]c2ccccc12
42. COc1ccc(OC)c(/C=C/c2nnc(Nc3ccccc3)s2)c1
43. Sc1ccccc1-n1c(-c2ccccc2)ccc1-c1ccccc1
44. COC(=O)C1(CC(=O)c2ccc3ccccc3c2)NC(=S)NC(=O)C1C#N (configuration not stated)
45. O=C1/C(=C/c2ccc(-c3ccc(Br)cc3)o2)SC(=S)N1CCCN1CCOCC1
46. N#C/C(=C\c1ccco1)C(=O)Nc1ncc(Cc2ccc(Cl)cc2)s1
47. CCN1CCCC1CNC(=O)c1cc(S(=O)(=O)CC)c(N)cc1OC (configuration not stated)
48. NC(N)=NS(=O)(=O)c1ccc(NC2=C(I)C(=O)c3ncccc3C2=O)cc1
49. Nc1cc2ccccc2c(=O)n1NC(=O)c1cccc(Br)c1
50. CC1=NC(COC(=O)Nc2ccccc2)C(=O)N(CC(=O)NCCC(C)C)c2ccccc21 (configuration not stated)

compound no.	41	42	43	44	45	46	47	48	49	50
NCI-H322M	98	106	106	113	104	95	99	109	100	111
HCT-116	94	92	89	106	109	101	107	102	89	103
HCC-2998	115	90	104	98	104	100	109	111	109	101
HT29	105	97	100	110	109	109	106	106	96	114
HCT-15	99	103	130	102	106	79	103	103	101	100
COLO 205	106	106	109	125	107	117	130	112	113	111
SNB-75	61	91	125	86	91	98	117	68	85	83
KM12	99	98	112	107	111	90	97	105	102	106
SW-620	99	99	103	113	104	95	104	91	nt	102

51. CCN=C1Cn2c(nc3scc(-c4ccccc4)c3c2=O)CN1CC
52. COc1cc(CNC(=O)/C=C/C=C/c2ccc3c(c2)OCO3)ccc1OCc1cn(-c2cccc(Cl)c2)nn1
53. O=C(Oc1ccccc1)N1CCCCC1
54. Nc1nc(-c2ccccc2)cc(-c2cc3ccccc3nc2Cl)n1
55. Cc1cc(Cl)c(C)c(C)c1O
56. CN(C)C(=S)SCCCCCC(=O)O
57. Cc1ccc(S(=O)(=O)NCCNc2nccc(-c3c(-c4ccc(F)cc4)nc4sccn34)n2)cc1
58. Cc1ccc(-c2cc(C(=O)N3CCN(c4cc5c(cc4F)c(=O)c(C(=O)O)cn5C4CC4)CC3)c3ccccc3n2)cc1
59. COC(=O)c1ccc2c(c1)nc(-c1ccc(Cl)cc1)n2-c1ccc(OC)cc1
60. Cc1ncc(C(O)c2ccccc2)n1Cc1ccccc1 (configuration not stated)

compound no.	51	52	53	54	55	56	57	58	59	60
NCI-H322M	106	78	105	97	nt	101	42	nt	100	103
HCT-116	92	62	108	34	100	100	40	94	80	104
HCC-2998	107	90	113	103	106	103	71	106	104	116
HT29	106	67	107	102	101	100	27	105	97	105
HCT-15	89	91	110	56	104	104	58	102	91	104
COLO 205	114	87	107	110	109	114	35	105	105	96
SNB-75	96	86	96	71	100	97	60	73	99	88
KM12	104	81	111	72	106	111	52	101	95	108
SW-620	104	90	101	63	110	117	61	99	96	97

61. COc1cc(-c2cnco2)ccc1OCc1c(C)c(COc2ccc(-c3cnco3)cc2OC)c(C)c(COc2ccc(-c3cnco3)cc2OC)c1C
62. O=P1(NC2CCCC2)OCC2(CO1)COP(=O)(NC1CCCC1)OC2 (configuration not stated)
63. CSC(=N\N=C\c1ccc(Cl)cc1)/N=C/N(C)C
64. COc1cc2ncnc(Nc3ccc4c(cnn4C(=O)Nc4ccccc4)c3)c2cc1OC
65. C=CCNc1ccccc1
66. Cc1nn(-c2ccccc2)cc1/C=C1\SC(N2CCCCC2)=NC1=O
67. Cc1nc2c(ccc3ccccc32)s1
68. O=c1[nH]c(O)c(/C=N/C(=S)Nc2ccc(S(=O)(=O)Nc3nccs3)cc2)c(=O)[nH]1
69. CSc1ncnc2c1cnn2-c1ccc(S(N)(=O)=O)cc1
70. CCC(C)C1CCC(O)CC1 (configuration not stated)
71. CCC(C)(C)CO

compound no.	61	62	63	64	65	66	67	68	69	70	71
NCI-H322M	96	130	95	81	106	100	116	104	87	100	99
HCT-116	108	107	100	96	92	47	103	102	100	101	95
HCC-2998	111	108	110	87	nt	94	75	106	106	107	nt
HT29	94	114	104	51	98	55	nt	101	96	105	105
HCT-15	101	104	100	83	106	22	110	106	108	104	97
COLO 205	107	109	nt	nt	112	67	110	108	109	112	111
SNB-75	93	95	99	114	83	102	108	93	100	92	85
KM12	101	107	106	94	109	103	117	102	102	105	93
SW-620	106	104	104	103	106	80	107	102	106	107	nt

# Not a hit list; any-hit rate near 12%.
